TEAD-YAP inh = TEAD-YAP interaction inhibition, primary screen, TEAD-YAP interaction inhibitor project, luminescence, HEK-TIYL cells | TEAD-Gal4/YAP UAS-luciferase luminescence | inhibition, % at 9.12 µM | 640,000 compounds, 1.4% hits | AID 1259422, 2018; in the data active means inhibition above about 32%;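 further: 0% = median of test compound wells and 100% = reference inhibitor wells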
MITF primary = MITF inhibitors, primary screen, biochemical, AlphaScreen, human. AlphaScreen MITF homodimerization, bead proximity signal. AID 1259374, 2018. Microphthalmia-associated transcription factor (Homo sapiens), O75030. inhibition, % at 2.6 µM. 650,000 compounds, 0.91% hits; in the data active means inhibition above about 50%;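 further: 0% = vehicle wells with protein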
GPR151 ag = activators of human GPR151, primary screen, cell-based, PathHunter beta-arrestin, luminescence | G-protein coupled receptor 151 (Homo sapiens), Q8TDV0 | PathHunter beta-arrestin GPR151 cells | activation, % at 11.2 µM | 650,000 compounds, 1% hits | AID 1508602, 2020; in the data active means activation above about 4.9%;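 further: 0% = median of compound wells and 100% = cells with positive control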
FBW7 activator = FBW7 E3 ligase activators, primary screen, biochemical, AlphaScreen, human | AID 1259310, 2017 | 650,000 compounds, 0.13% hits | normalized activity (activation), % at 26.1 µM | AlphaScreen FBW7–phospho-cyclin E peptide binding, activator screen; in the data active means normalized activity above about 1.9%;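 further: purified mutant Fbw7 with reduced substrate affinity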
Target sequence (Q969H0 whole entry, looked up): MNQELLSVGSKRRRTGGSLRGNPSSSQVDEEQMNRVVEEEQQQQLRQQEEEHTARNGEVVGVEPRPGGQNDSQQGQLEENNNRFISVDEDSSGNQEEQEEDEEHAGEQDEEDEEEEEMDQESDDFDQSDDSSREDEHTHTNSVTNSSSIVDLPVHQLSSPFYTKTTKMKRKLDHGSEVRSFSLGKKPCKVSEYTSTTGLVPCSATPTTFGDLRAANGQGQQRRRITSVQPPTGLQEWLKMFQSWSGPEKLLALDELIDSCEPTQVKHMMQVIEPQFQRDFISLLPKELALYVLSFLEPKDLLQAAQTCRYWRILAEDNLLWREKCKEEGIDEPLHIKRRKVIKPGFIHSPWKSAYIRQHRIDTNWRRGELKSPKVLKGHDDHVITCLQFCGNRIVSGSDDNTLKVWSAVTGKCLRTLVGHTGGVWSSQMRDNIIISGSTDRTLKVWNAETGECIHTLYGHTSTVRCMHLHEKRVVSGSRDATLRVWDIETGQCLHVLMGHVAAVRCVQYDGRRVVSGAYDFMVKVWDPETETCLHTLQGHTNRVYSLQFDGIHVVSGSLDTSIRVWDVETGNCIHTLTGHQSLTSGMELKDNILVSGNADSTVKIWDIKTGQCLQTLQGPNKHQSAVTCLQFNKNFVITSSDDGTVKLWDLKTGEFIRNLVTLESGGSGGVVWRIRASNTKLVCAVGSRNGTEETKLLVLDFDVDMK
An asterisk follows results filed as active.

SMILES	TEAD-YAP inh	MITF primary	GPR151 ag	FBW7 activator
Fc1cccc(C2C=C(c3cccs3)Nc3ncnn32)c1 (configuration not stated)	3	8	1.9	0.0
CN(C(=O)CN1C(=O)COc2ccccc21)C1CCCCC1	9	6	0.9	0.2
CCc1c(C)nc2ncnn2c1N1CCC(C(=O)Nc2cccc(C(C)=O)c2)CC1	13	4	0.4	0.1
CCC(=O)N1c2ccc(S(=O)(=O)NCCc3ccc(OC)c(OC)c3)cc2CC1C (configuration not stated)	-3	-2	-0.3	0.0
NNC(=O)COc1ccccc1-c1ccccc1	23	-23	2.2	-0.3
O=C(CSc1nnc(-c2cccnc2)n1-c1ccc(Cl)cc1)NCc1cccs1	3	-21	0.1	-0.1
CN(C)c1ccc(C(c2nnnn2CC2CCCO2)N2CCN(c3ccccc3)CC2)cc1 (configuration not stated)	6	3	0.2	0.2
CC1(C)COc2cc(NC(=O)C34CC5CC(CC(C5)C3)C4)ccc2NC1=O	-4	4	-0.7	0.1
N#CC(C#N)=C1C=C(c2ccccc2)Sc2ccccc21	-5	-7	-0.3	-0.1
Cc1ccc(S(=O)(=O)Nc2ccc3c(c2)OCC(C)(C)C(=O)N3C)c(C)c1	-2	21	2.0	0.0
CCOC(=O)C1=C(C)N=c2s/c(=C\c3ccc(-c4ccc([N+](=O)[O-])cc4Cl)o3)c(=O)n2C1c1ccc(OC)cc1 (configuration not stated)	6	0	-0.2	-0.1
CCN(CC)c1ncnc2sc(C(=O)Nc3cccc(Cl)c3)c(C)c12	-24	-7	0.8	0.1
O=C1NC(=O)C2(CCN(CCCCN3C(=O)c4ccccc4C3=O)CC2)C1c1ccccc1 (configuration not stated)	11	11	0.1	0.8
COc1ccc(CCc2nc(I)ccc2O)cc1	-44	-11	-1.1	0.0
COc1ccc(NC(=O)C2CCC(=O)N2S(=O)(=O)c2ccc(C)cc2)c([N+](=O)[O-])c1 (configuration not stated)	1	22	0.1	0.0
Cc1nc2sc(C(c3ccccc3F)N3CCOCC3)c(O)n2n1 (configuration not stated)	2	4	2.9	0.0
COCCNc1c2c(nc3c(-c4ccc(F)cc4)c(C)nn13)CCC2	3	7	0.9	0.3
Cn1nccc1Nc1cc(NCCN2CCOCC2)ncn1	-1	-4	0.5	-0.1
CCCCC(O)(CCCC)C(=O)NN(C(=O)c1ccc(Br)o1)c1ccccc1	10	14	0.1	0.2
CCOC(=O)C(CC(C)C)N(Cc1ccccc1Cl)S(=O)(=O)c1ccc([N+](=O)[O-])cc1 (configuration not stated)	10	3	1.7	-0.2
O=C(Nc1ccccc1C(=O)NCc1ccccc1)c1ccc(CN2CCOCC2)cc1	52*	-7	-0.6	0.0
O=C(CCc1ccccc1)Nc1c2c(nn1-c1cccc(Cl)c1)CSC2	9	-1	-0.7	0.1
O=C(NC(=S)Nc1ccc2oc(-c3cc(Br)ccc3Cl)nc2c1)c1ccco1	-4	9	0.7	0.7
O=C(CCN1C(=O)C2C3CCC(C3)C2C1=O)Nc1ccc(Br)cc1 (configuration not stated)	-3	-17	0.3	0.0
CCOc1ccccc1C(=O)Nc1cc(C)nn1-c1nc2ccccc2[nH]1	54*	-2	1.6	-0.3

The final 6 entries of the part before come first, to join the parts:
SMILES	TEAD-YAP inh	MITF primary	GPR151 ag	FBW7 activator
CCOC(=O)C(CC(C)C)N(Cc1ccccc1Cl)S(=O)(=O)c1ccc([N+](=O)[O-])cc1 (configuration not stated)	10	3	1.7	-0.2
O=C(Nc1ccccc1C(=O)NCc1ccccc1)c1ccc(CN2CCOCC2)cc1	52*	-7	-0.6	0.0
O=C(CCc1ccccc1)Nc1c2c(nn1-c1cccc(Cl)c1)CSC2	9	-1	-0.7	0.1
O=C(NC(=S)Nc1ccc2oc(-c3cc(Br)ccc3Cl)nc2c1)c1ccco1	-4	9	0.7	0.7
O=C(CCN1C(=O)C2C3CCC(C3)C2C1=O)Nc1ccc(Br)cc1 (configuration not stated)	-3	-17	0.3	0.0
CCOc1ccccc1C(=O)Nc1cc(C)nn1-c1nc2ccccc2[nH]1	54*	-2	1.6	-0.3
COc1ccc(NC(=O)CSc2nc(-c3ccc4c(c3)OCO4)ccc2C#N)cc1OC	-4	-5	1.8	-0.2
C/C(=N\NC(=O)CNc1ccc(C)cc1)c1ccco1	-2	16	-0.7	0.5
CC1=NN(c2ccc(C)cc2)C(=O)/C1=C/c1cccc([N+](=O)[O-])c1	3	-5	-1.4	-0.6
Cc1ccc(NC(=O)CCCCC(=O)Nc2ccc(C)cc2)cc1	7	-6	1.5	0.0
COc1cccc(C2C=C(c3ccc(C)cc3)Nc3ncnn32)c1OC (configuration not stated)	-1	10	-0.5	0.1
COc1cccc(Nc2nnc(-c3cc4cc([N+](=O)[O-])ccc4oc3=O)s2)c1	-9	9	2.5	0.0
COC(=O)c1cc(C(=O)OC)c(C(=O)OC)nc1C(=O)OC	10	-2	0.9	0.1
COc1ccc(Br)cc1C1SCCN1S(=O)(=O)c1ccc(Cl)c(Cl)c1 (configuration not stated)	-1	-17	-0.3	-0.1
Oc1ccc(-c2nncn2-c2ccccc2)cc1	6	-4	2.0	0.0
Cn1ccsc1=NC(=O)c1ccc(OC(F)(F)F)cc1	-43	2	-1.9	0.0
Cc1ccc(-c2nnn(CC(=O)Nc3cccc4c3CCCC4)n2)o1	-3	9	-0.4	0.2
Cn1ccnc1SCc1cc(=O)c(OC(=O)c2cc(Cl)ccc2[N+](=O)[O-])co1	-12	-1	0.7	-0.1
CN1/C(=C\C(=O)COC(=O)Cc2cccs2)C(C)(C)c2ccccc21	-1	-20	0.9	0.1
Cc1ccc(CCNC(=O)CNC(=S)N(Cc2ccc(F)cc2)C2CCCCC2)cc1	5	4	0.3	-0.1
COC(=O)c1ccc(NSc2ccc([N+](=O)[O-])cc2)cc1	9	9	1.0	0.0
O=C(Nc1ccc(Cl)cc1[N+](=O)[O-])c1ccc(-c2ccccc2)cc1	-2	-5	2.6	-0.1
Cc1ccc(C(=O)N(NC2=NS(=O)(=O)c3ccccc32)S(=O)(=O)c2ccc3ccccc3c2)cc1	-3	-15	0.1	-0.2
Cc1ccc(-n2c(-c3cccc(F)c3)nn(CC(=O)NC(C)C)c2=O)nc1	8	12	0.9	0.7
COc1ccc(CC(C(=O)NN)C(=O)NN)cc1	0	0	-0.5	-0.2
Cc1ccc(NC(=O)c2ccc([N+](=O)[O-])o2)cc1Cl	15	-9	1.6	-0.1
O=C(COc1ccc(F)cc1)Nc1ccc(Cl)cn1	-33	0	18*	-0.2
COC(=O)Cc1[nH]nc2c1C(c1ccc(F)cc1F)C(C#N)=C(N)O2 (configuration not stated)	5	-8	-0.9	-0.2
CCn1c(CNC(=O)c2ccc(C)cc2)nnc1SCC(=O)Nc1cccc(F)c1	5	-1	-0.6	0.0
NS(=O)(=O)c1ccc(NC(=O)COc2ccccc2Br)cc1	3	-1	0.5	0.0
NS(=O)(=O)c1ccc(N/N=C/C2CCCCC2)c([N+](=O)[O-])c1	1	10	1.9	-0.2

(next part)
SMILES	TEAD-YAP inh	MITF primary	GPR151 ag	FBW7 activator
CCN1C(=O)C(=C2C=C(C)N(CCO)C(C)=C2)C(=O)N(CC)C1=S	-1	20	-0.8	0.2
O=C(CSCC(=O)Nc1ccccc1-c1ccccc1)Nc1ccc2ccccc2c1	-8	18	1.2	0.5
O=C(O)COc1ccc(Br)cc1CO	-1	-2	0.8	0.0
CCOC(=O)C1(Cc2cccc(F)c2)CCN(Cc2cn(CC)nc2C)CC1	-5	-5	-0.8	0.1
COc1cccc2cc(-c3nc4ccccc4[nH]3)c(=Nc3ccc(C(N)=O)cc3)oc12	-43	8	-1.3	0.1
Cc1cccc(NC(=O)C23CCC(C)(C(=O)O2)C3(C)C)c1 (configuration not stated)	2	-2	0.8	0.0
N#Cc1cc2cc3c(cc2nc1NCCNC(=O)Nc1ccc(Cl)cc1)OCO3	0	2	0.4	-0.1
O=[N+]([O-])c1ccc(C2OCCCO2)cc1	-3	3	0.1	-0.3
CC(C)(C)c1ccccc1OCCN1CCCC1	-5	2	0.2	0.1
Cc1c(Cl)cccc1NC(=O)CN(c1ccccc1Cl)S(C)(=O)=O	-11	8	-0.9	0.1
O=C(COc1ccc([N+](=O)[O-])cc1)Nc1ccccc1Br	-2	-14	-1.0	0.0
N#CC1(C#N)C2CCCCC23OC(=N)C1(C#N)C(Cc1ccccc1)O3 (configuration not stated)	2	-3	0.6	-0.1
Cc1ccc(N2C(=O)CSC2c2ccc(Br)cc2)cc1 (configuration not stated)	16	3	-0.3	-0.1
COc1ccc(NC(=O)C2CC(=O)N(C)C(=Nc3cccc(C(F)(F)F)c3)S2)cc1 (configuration not stated)	4	-3	0.1	-0.2
CC1(C)C(=O)Nc2ccccc2N1C(=O)COC(=O)c1cc(=O)c2ccccc2o1	0	7	-0.6	-0.1
COc1ccc(N2CC(NC(=O)NCCO)CC2=O)cc1OC (configuration not stated)	-1	-16	-2.0	-0.3
Cc1ccc(OCC(=O)Nc2ccc(C(=O)OC3CCCCC3)cc2)cc1C	4	5	0.7	0.0
CCN(CC)CCCNC(=O)c1cccc(-n2c(=S)[nH]c3cc(Cl)ccc3c2=O)c1	-10	-15	-0.2	0.0
Cn1ccnc1SCC(=O)Nc1ccc(C#N)cc1	1	-4	-1.0	0.0
COc1ccc(C2C(C(=O)Nc3ccccc3C)=C(C)NC3=C2C(=O)CCC3)c(OC)c1 (configuration not stated)	-5	-7	0.8	0.0
COc1ccc(Br)c(C(=O)Nc2cc(C(=O)NCc3cccc(Cl)c3)ccc2N2CC3CC(C2)c2cccc(=O)n2C3)c1 (configuration not stated)	-15	-2	4.7	-0.1
CCNc1cc(N2CCC3(CC2)OCCO3)c2noc3c2c1C(=O)c1ccccc1-3	39*	21	0.8	-0.8
CCOC(=O)c1sc2c(c1NC(=O)Cc1ccccc1)CCCC2	-17	-2	-0.8	0.0
CC[n+]1c(C)n(CCOCCOC)c2cc(C#N)ccc21	-5	3	0.1	-0.1
Cc1cccc(/C=N/NC(=O)c2cc(-c3ccccc3)n[nH]2)c1O	14	-13	0.4	-0.1

A section taken from the entries so far, as a working copy:
SMILES	TEAD-YAP inh	MITF primary	GPR151 ag	FBW7 activator
COc1ccc(CCc2nc(I)ccc2O)cc1	-44	-11	-1.1	0.0
COc1ccc(NC(=O)C2CCC(=O)N2S(=O)(=O)c2ccc(C)cc2)c([N+](=O)[O-])c1 (configuration not stated)	1	22	0.1	0.0

Other compounds:
SMILES	TEAD-YAP inh	MITF primary	GPR151 ag	FBW7 activator
CC(=O)NS(=O)(=O)c1ccc(NC(=O)COc2ccccc2)cc1	0	-7	0.8	0.1
Cc1cccc(NC(=O)Cn2c(=O)n(CCC(=O)NC3CCCC3)c(=O)c3ccccc32)c1	-6	-5	0.0	0.0
COc1ccc(C2CC(C(F)(F)F)n3ncc(C(=O)Nc4cc(C)ccc4O)c3N2)cc1OC (configuration not stated)	-4	1	-0.2	0.1
CCOc1ccc(NC(=O)c2c(N)sc3c2CCCCC3)cc1	2	-1	0.5	-0.2
COCCN(CC(=O)NCc1ccc(OC)cc1)C(=O)CCC(=O)Nc1nccs1	-2	-5	-0.5	0.2
COc1ccc(CCNC(=O)c2ccnc(-c3c(C)nn(C)c3C)c2)cc1	-12	2	-0.6	0.0
CCOC(=O)/C(N=Nc1cc([N+](=O)[O-])ccc1C)=C(\C)O	-2	4	2.1	0.0
CC(=O)NCCOc1nc(N2CCOCC2)nc(N2CCOCC2)n1	-5	2	0.8	-0.3
CC(C)CCNS(=O)(=O)c1ccc2[nH]c3nc4nc(-c5ccc(Br)cc5)cn4nc3c2c1	7	0	0.4	-0.1
CCCCN(C)C(=O)C1(S(=O)(=O)c2ccc(Cl)cc2)CC1	-4	-7	-0.6	-0.1
O=C(CCc1nc2ccccc2s1)OCc1ccccc1	-11	-18	0.6	0.0
CC(C)N1CCC(=NNc2ccnc3cc(Cl)ccc23)CC1	7	15	0.0	-0.2
COc1cccc(NC(=O)C2C3C=CC4(O3)C2C(=O)N(CCN2CCCCCC2)C4C(=O)NC2CCCCC2)c1 (configuration not stated)	0	-1	-0.5	-0.1
O=C(NC1(C(F)(F)F)NC(=O)N(Cc2ccco2)C1=O)c1cccnc1 (configuration not stated)	-13	6	1.8	0.0
Cc1cc(C)n(C(=O)Cc2cccs2)n1	4	7	-0.2	0.2
N#CC1=C(N)Oc2c(oc(CO)cc2=O)C1c1c(F)cccc1Cl (configuration not stated)	10	5	0.1	0.0
CCC1CN(Cc2cc(OC)c3c(c2)OCO3)Cc2cc(OC)ccc2O1 (configuration not stated)	0	28	-0.3	0.3
CCN(CC)S(=O)(=O)c1ccc(OCC(=O)Nc2cc(C)on2)c([N+](=O)[O-])c1	-4	2	-0.7	-0.1
CCN(CC)C(=O)C1CCCN(c2nc(NCc3nc4ccccc4[nH]3)c3ncn(CCN4CCCC4=O)c3n2)C1 (configuration not stated)	12	3	1.0	0.2
Cc1ccc(N(C(C)C(=O)Nc2ccc(Br)cc2F)S(C)(=O)=O)cc1C (configuration not stated)	1	11	-1.9	0.2
CC1(C2CCN(C(=O)c3ccc4[nH]ccc4c3)CC2)NC(=O)N(Cc2ccc(F)cc2)C1=O (configuration not stated)	3	9	-0.1	0.1

Assay outcomes from PubChem.
